Source: PubChem
mcGAS RapidFire = inhibitors of mouse cGAS; 130,000 compounds, 0.18% hits; recombinant mouse cGAS, cGAMP by RapidFire MS; inhibition, % at 12.5 µM; Q8C6L5;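 active = inhibition of cGAS enzyme activity at or above 60%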;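 note: enzyme stimulated by 45 bp dsDNA with ATP and GTP substrates; cGAMP share of summed cGAMP plus half ATP and half GTP signals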
Target sequence (Q8C6L5 whole entry, looked up): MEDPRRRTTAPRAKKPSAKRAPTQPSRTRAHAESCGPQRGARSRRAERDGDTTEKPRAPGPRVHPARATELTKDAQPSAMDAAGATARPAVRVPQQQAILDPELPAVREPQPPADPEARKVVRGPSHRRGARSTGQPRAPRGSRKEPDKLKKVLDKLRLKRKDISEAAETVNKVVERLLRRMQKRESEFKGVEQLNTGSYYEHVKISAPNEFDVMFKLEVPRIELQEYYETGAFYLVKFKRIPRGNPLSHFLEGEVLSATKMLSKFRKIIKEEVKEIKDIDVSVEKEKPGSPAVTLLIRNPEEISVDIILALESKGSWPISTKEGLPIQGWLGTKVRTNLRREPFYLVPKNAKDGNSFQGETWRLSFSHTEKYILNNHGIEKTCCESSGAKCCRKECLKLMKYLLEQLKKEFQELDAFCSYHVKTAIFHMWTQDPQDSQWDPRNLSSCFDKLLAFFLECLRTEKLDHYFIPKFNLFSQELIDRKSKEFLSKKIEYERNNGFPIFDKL
Starred values were filed as active, the others as inactive; & = joins results of further samples. Some of the compounds tested (hit frequency here may not be typical).

SMILES	mcGAS RapidFire
O=C(NC(Cn1ccnc1)c1ccccc1)c1ccc(-n2cnnn2)cc1 (centres undefined)	-18
COc1cccc(-n2ccc3c(cnc4nc(C(F)(F)F)nn43)c2=O)c1	-8
COc1ncccc1-c1ccc(-c2ncc(C)cn2)cc1	-15
Cc1ncc(CNC(=O)Nc2ccc(N(C)C)c(Cl)c2)s1	-8
CN(Cc1cnn(-c2ccccc2)c1)C(=O)C1CNCCO1 (centres undefined)	-17
CCCCN1CCC(NS(=O)(=O)Cc2cccc(OC)c2)CC1	1
CN(C(=O)C1=COC2=NC(=O)N(Cc3ccc(S(C)(=O)=O)cc3)CCN12)c1ccccc1	-11
Cc1cc(NC(=O)CNC(c2ccccn2)C(C)C)ccc1Cl (centres undefined)	-9
O=c1ccc(-c2ccccc2)nn1Cc1ccncc1	-12
CC(=O)NCCc1nc2ccccc2n1CCCOc1cccc2ccccc12	-1
Cc1cc(=O)n2[nH]c(CC(=O)N3CCC4(CCOCC4)CC3)nc2n1	3
O=C(O)C1CN(C(=O)c2cc(-n3cccn3)ccc2Cl)CCN1 (centres undefined)	-10
CCCSc1ncc(CN2CCCC2c2ccccn2)cn1 (centres undefined)	-16
CC1(C)O[C@@H]2CC3C4CCC5=CC(=O)C=C[C@]5(C)C4[C@@H](O)C[C@]3(C)[C@]2(C(=O)CO)O1 (some centres undefined)	-5
Cc1nn(C)c(Cl)c1C1CCCN1C(=O)c1ccn[nH]1 (centres undefined)	-16
Oc1cccc(-c2cn(CCCc3nc4ccc(F)cc4[nH]3)nn2)c1	-8
CN(CCOc1ccc(-c2ccc3c(c2)OCO3)cc1C(C)(C)C)CC(=O)O	-2
COc1ccc(CN2CCn3nc(C(=O)O)cc3C2=O)cc1	-1
CCc1cnc(N2CCC(N3CCCC(C(=O)NC4CC4)C3)CC2)nc1 (centres undefined)	-2
CC1(C(=O)NCc2ccc3c(c2)OCO3)CCN1CC1CCCCC1 (centres undefined)	0
Fc1cccc(Cl)c1-c1nccn1Cc1cnc2ccccn12	-22
Cn1ccnc1C(NC(=O)c1cccc(S(=O)(=O)N2CCCCC2)c1)c1ccccc1F (centres undefined)	-17
N#CCOc1ccc(NS(=O)(=O)c2cc(F)cc(F)c2)cc1	-2
O=C(NCc1coc(-c2ccccc2)n1)C1CCC(=O)N(Cc2ccccn2)C1 (centres undefined)	2
Cc1cc(OCCCC(=O)NCc2ccc(F)cc2)ccc1Cl	4
O=C(Nc1ccc(-c2ccn[nH]2)cc1)C1CCCN(Cc2ccc(CO)o2)C1 (centres undefined)	-2
CCOC(=O)N1CCC(N(C)C2CCCN(CCc3ccccc3)C2)CC1 (centres undefined)	-4
FC(F)(F)c1ccc(NN=Cc2c3ccccc3cc3ccccc23)nc1	48
C=CCn1c2c(c(=O)[nH]c1=O)C(c1ccc(C)cc1)C1C(=O)OCC1=N2 (centres undefined)	13
CCCc1cc(=O)[nH]c2n[nH]c(=S)n12	7
CC(=O)Nc1ccc(/C=C2\C=Cc3ccccc32)cc1	39
O=C(CN1C(=O)C(=O)N(CCC2=CCCCC2)C1=O)NCC(F)(F)F	-7
COc1ccc(CCn2c(C)nc3c(c(=O)c4ccccc4n3C)c2=O)cc1OC	-11
O=C1C(n2c(=O)sc3ccccc32)CCN1CC(F)(F)F (centres undefined)	-7
NC(=O)c1cccc(COc2ccccc2I)c1	9
CS(=O)(=O)Cc1cc(F)ccc1NC(=O)/C=C/c1cc(Br)ccc1F	-10
Cc1nc2ccc(C(=O)N3CCCC4(CC3)CNC(=O)O4)cc2nc1C (centres undefined)	-29
CCN(CC)S(=O)(=O)c1ccc(Sc2ccc(Cl)cc2)c(N)c1	5
COC(=O)c1ccc(N2C(=O)CSC2c2ccccc2Br)cc1 (centres undefined)	-10
Cc1c(C)n2c3c(=O)n(CCc4ccccc4)c(=O)n(C)c3nc2n1CCO	4

A draw from above in order of SMILES length, smallest number first.
SMILES	mcGAS RapidFire
CCCSc1ncc(CN2CCCC2c2ccccn2)cn1 (centres undefined)	-16
Cc1cc(=O)n2[nH]c(CC(=O)N3CCC4(CCOCC4)CC3)nc2n1	3
Cc1c(C)n2c3c(=O)n(CCc4ccccc4)c(=O)n(C)c3nc2n1CCO	4

Next part
SMILES	mcGAS RapidFire
OC(Cn1cncn1)c1ccc(Br)cc1Br (centres undefined)	-3
O=S(=O)(c1ccccc1)N(c1ccc(Cl)cn1)C(F)F	18
COc1cc(C(=O)N2CCOC(c3ccccc3)C2)cc(OC)c1C (centres undefined)	-6
O=C(N=Nc1c(O)[nH]c2c(I)cccc12)c1ccncc1	1
Cc1cc(C(F)(F)F)nc(CCNC(=O)c2ccc3nc(C4CC4)oc3c2)n1	-2
COc1ccc(C(=O)N2CCC(c3cc(Cc4ccccc4)[nH]n3)CC2)o1	-12
CC(=O)NC(C(=O)OC(C)c1nc2ccccc2n1C)C1CCCC1 (centres undefined)	-1
c1coc(-c2nnc(CSc3ccc4ccccc4n3)o2)c1	0
CCn1cc(C(=O)NN)c(C)n1	6
CC(O)CN1CCC(CNC2CC(C)OC2=O)CC1 (centres undefined)	22
Cc1cc(=O)[nH]c(C)c1NC(=O)c1cccc(CN2CC[C@H](O)C2)c1	-12
Cc1nc(CN2CCC(Cc3ccc(F)cc3)CC2)co1	-20
CCC(Oc1ccc2c(c1)CCCC2)C(=O)NC(C)(CO)CO (centres undefined)	-6
O=C(c1cc(-c2ccccc2)n[nH]1)N(Cc1ccsc1)C1CC1	5
CC(NC(=O)N(C)CC(F)F)c1ccc(OCC(F)(F)F)cc1 (centres undefined)	-3
FC(F)(F)c1nc(N2CCCC2c2ccc3c(c2)OCCO3)c2ccccc2n1 (centres undefined)	-1
CNC(=O)CCNC(=O)C(C)(C)c1ccc(Cl)c(Cl)c1	-6
NC(=O)C1Cc2ccccc2CN1Cn1c(=O)oc2ccccc21 (centres undefined)	-4
Cc1ccc(C)n1C1CCN(CCOc2ccccc2C#N)CC1	-53
Cc1cc(C)cc(C(=O)NCCCS(=O)(=O)N2CCc3ccccc3C2)c1	-8
O=C(c1cc2ccccc2c(=O)[nH]1)N1CCCC(n2ccnc2)C1 (centres undefined)	-2
O=C(Nc1cc(Cl)nc(NC(=O)C2CCCC2)n1)C1CCCC1	-6
NC(=O)c1ncn(C2O[C@H](CO)[C@@H](O)[C@H]2O)c1N (some centres undefined)	-5
CC(Cn1cncn1)Nc1ccc(-c2nccn2C)nn1 (centres undefined)	18
CN(Cc1cccc2cnccc12)c1nc2nonc2nc1NC1CC1	0
CN(CC(=O)O)C(=O)c1cn(-c2ccccc2)nc1-c1ccc2c(c1)OCCO2	0
Cc1ccc(C2(O)CCN(c3ccc(-c4nccn4C)nn3)CC2)nc1	-21
Cc1cc(C(=O)N(C)Cc2ccc3c(c2)OCO3)n[nH]1	-8
CC(NC(=O)CON=C1CCN(C(=O)C2CCCO2)CC1)C1CC2CCC1C2 (centres undefined)	-5
O=S(=O)(C1=Cc2ccccc2CC1)N1CCCCC1c1nc2ccccc2s1 (centres undefined)	-7
O=C(Nc1sc2ccccc2c1Cl)OCC(F)(F)F	-1
O=C(CCC1CCCN(C(=O)C2=CCCC2)C1)N1CCN(Cc2ccccc2)CC1 (centres undefined)	-12
CC(=O)N(C)c1ccc(NC(=O)CN2CCN(c3ccncc3C)CC2)cc1	-14
Cc1cc2ncn(CC(=O)N3C(C)CCCC3C)c2cc1C (centres undefined)	4
CCS(=O)(=O)c1ccc(S(=O)(=O)NCC#N)cc1	8
Cc1cn2c3c(=O)n(Cc4ccccc4Cl)c(=O)n(C)c3nc2n1CCCN1CCOCC1	2
COc1ccc(CC(=O)N(C)Cc2cc(Br)cs2)cc1OC	1
COCC(c1ccccn1)N(C)Cc1c(C)nn(C)c1Cl (centres undefined)	-4
Cn1ccn2ncc(C(=O)NCCN3CCc4ccccc43)c12	4
CN1CCN(c2ccc3nnc(C(F)(F)F)n3n2)CC1	9
Cc1cccc(-c2nnc(-c3ccc(C(=O)NCC(C)(C)O)cc3)o2)c1	2
C=CCn1c(SCc2cc(=O)n3c(C)csc3n2)nnc1C1CCCCC1	-3
O=C1N(C2CCCCC2)C(c2ccccc2)=NC1(O)C(F)(F)F (centres undefined)	-7
CS(=O)(=O)C1[C@@H]2OCCC[C@@H]2S1(=O)=O (some centres undefined)	-19
Cc1cc(-n2c(C)cc(C(=O)OCC(=O)NC(C)C3CC4CCC3C4)c2C)no1 (centres undefined)	0
CC(C)Cn1c(N)c(-c2csc(-c3cccc(C(N)=O)c3)n2)c(=O)n(C)c1=O	-3
Cc1ccc(-c2cc(C(=O)N(C)C(C)C(C)(C)C)[nH]n2)cc1 (centres undefined)	-6
CC(C)CN(C(=O)C1CCCO1)c1c(N)n(CC(C)C)c(=O)[nH]c1=O (centres undefined)	-45
Cc1ccc(S(=O)(=O)c2nnc(-c3ccccc3)s2)cc1	-3
CCCOc1ccccc1N1CCn2c1nc1c2c(=O)n(CCC)c(=O)n1C	-6
Cc1cccc(C)c1NC(=O)CN(C)c1ccc(C(F)(F)F)cn1	2
C=CCC(O)(CC=C)CNC(=O)c1ccc(OC)c(OC2CCN(C(C)=O)CC2)c1	-2
COc1nn(C)cc1C(=O)NCCc1ccc(S(N)(=O)=O)cc1	-10
Cc1ccc(CN(C)C(C)C(=O)Nc2sccc2C#N)cc1 (centres undefined)	-10&-7
CN(C)C(=O)c1nnc2n1CCN(C(=O)COc1ccccc1)C2	-2
CC(OCC1CCCCO1)C(=O)N1c2ccccc2SCC1C (centres undefined)	-41
O=C(NCCc1ccccc1)C(C1CCCC1)N1CCN(C(=O)c2cccc(F)c2)CC1 (centres undefined)	-4
CC(O)(CC(=O)N1CCc2c(cnn2-c2ccc(S(C)(=O)=O)cc2)C1)C(F)(F)F (centres undefined)	-1
CN(C)c1ccc(CNC(=O)c2ccc(N3CCCCC3=O)cc2)cc1	-3
O=C(Nc1ccc(Cl)cc1)C1CC(=O)N(Cc2ccc3c(c2)OCO3)C(=Nc2ccccc2)S1 (centres undefined)	-2
Next part:
SMILES	mcGAS RapidFire
CCn1nnc2c(SCc3cccc4ccccc34)ncnc21	-9
CCOC(=O)C1=C(CN(C)CC2COc3ccccc3O2)NC(=O)NC1C (centres undefined)	-8
CN1CCC2(CC1)CN(Cc1ccnn1-c1ccccc1)CCCN2C	-8
CCc1cccc2c(C(CC(=O)O)c3ccccc3C(F)(F)F)c[nH]c12 (centres undefined)	-6
Cc1cc(C)c2[nH]c(C(=O)NCCNS(C)(=O)=O)c(C)c2c1	-17
Cc1c(C(C)NC(=O)C2CCCN(C(=O)C3CC3)C2)oc2ccccc12 (centres undefined)	-6
CCCc1nnc2sc(Cc3c(C)nn(-c4ccccc4)c3C)nn12	-14
O=C(CCCN1CCC(O)(c2ccc(Cl)cc2)CC1)c1ccc(F)cc1	-4&0
CCN(Cc1cnn(C)c1)C(=O)c1cc(C)[nH]n1	-8
CCN(CC1CCOCC1)C(=O)CC12CC3CC(CC(O)(C3)C1)C2	-33
Cc1nc(N=C(N)N)nc2ccccc12	4
CCC1=NN(C(=O)c2cccc([N+](=O)[O-])c2)C(O)(C(F)(F)F)C1 (centres undefined)	-26
CCC(C)N1CCc2c(C)c(C#N)c3nc4ccccc4n3c21 (centres undefined)	-2
CCc1ccc(CN2CCCC2c2c(C)noc2C)o1 (centres undefined)	4
Cc1nn2c(nnc3c(=O)n(-c4ccc5c(c4)OCO5)ccc32)c1-c1cccc(Cl)c1	-21
Cn1c(CNC(=O)C2CCC(=O)N(CCc3cccc(F)c3)C2)nc2ccccc21 (centres undefined)	-14
S=c1[nH]nc(Cc2cccc3ccccc23)n1N=Cc1ccc2c(c1)OCCO2	-1
O=C(COc1ccccc1)NC(NC(=S)Nc1ccccc1C(=O)O)C(Cl)(Cl)Cl (centres undefined)	2
O=S(=O)(NCc1ccccc1)Nc1cc2c(cc1-n1ccnc1)OCCO2	-4
CCC(O)c1ccc(-c2ccnc3[nH]ccc23)cc1 (centres undefined)	-15
Cc1ccc(C)c(N(C(=O)Cn2c(=O)[nH]c3ccccc3c2=O)C(C)C)c1	-9
CC(=O)NCc1ccc(C(=O)N(c2ccc(Cl)cc2)C(C)C)cc1	-13
Cc1cc(C)n(-c2ccc(C(=O)N3CCc4c(c(C(=O)O)nn4C)C3)cc2)n1	-14

Among those listed so far, 18 have a Cl atom.
SMILES	mcGAS RapidFire
Cc1ncc(CNC(=O)Nc2ccc(N(C)C)c(Cl)c2)s1	-8
Cc1cc(NC(=O)CNC(c2ccccn2)C(C)C)ccc1Cl (centres undefined)	-9
O=C(O)C1CN(C(=O)c2cc(-n3cccn3)ccc2Cl)CCN1 (centres undefined)	-10
Cc1nn(C)c(Cl)c1C1CCCN1C(=O)c1ccn[nH]1 (centres undefined)	-16
Fc1cccc(Cl)c1-c1nccn1Cc1cnc2ccccn12	-22
Cc1cc(OCCCC(=O)NCc2ccc(F)cc2)ccc1Cl	4
CCN(CC)S(=O)(=O)c1ccc(Sc2ccc(Cl)cc2)c(N)c1	5
O=S(=O)(c1ccccc1)N(c1ccc(Cl)cn1)C(F)F	18
CNC(=O)CCNC(=O)C(C)(C)c1ccc(Cl)c(Cl)c1	-6
O=C(Nc1cc(Cl)nc(NC(=O)C2CCCC2)n1)C1CCCC1	-6
O=C(Nc1sc2ccccc2c1Cl)OCC(F)(F)F	-1
Cc1cn2c3c(=O)n(Cc4ccccc4Cl)c(=O)n(C)c3nc2n1CCCN1CCOCC1	2
COCC(c1ccccn1)N(C)Cc1c(C)nn(C)c1Cl (centres undefined)	-4
O=C(Nc1ccc(Cl)cc1)C1CC(=O)N(Cc2ccc3c(c2)OCO3)C(=Nc2ccccc2)S1 (centres undefined)	-2
O=C(CCCN1CCC(O)(c2ccc(Cl)cc2)CC1)c1ccc(F)cc1	-4&0
Cc1nn2c(nnc3c(=O)n(-c4ccc5c(c4)OCO5)ccc32)c1-c1cccc(Cl)c1	-21
O=C(COc1ccccc1)NC(NC(=S)Nc1ccccc1C(=O)O)C(Cl)(Cl)Cl (centres undefined)	2
CC(=O)NCc1ccc(C(=O)N(c2ccc(Cl)cc2)C(C)C)cc1	-13
